H9c2 TAG inh = triacylglycerol accumulation inhibition; AID 651582; inhibition, % at 12.5 µM; 230,000 tested, 0.66% active; H9c2 cells, Nile Red lipid (TAG) fluorescence; cells loaded with 200 µM oleic acid;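 active means pattern-corrected inhibition of lipid staining of at least 50% with the nuclear-stain viability signal not falling by more than 50%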;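 further: 0% = DMSO wells and 100% = triacsin C control wells; some results filed as inactive read as strong as hits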
H9c2 TAG inh DAPI viability = second read-out of H9c2 TAG inh, no call of its own (marks repeat the call); DAPI nuclei signal change (viability), lower = more cytotoxic, %;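 whole-well DAPI fluorescence read on a plate reader as a viability signal; minus 50 percent equals half of cells still viable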
An asterisk follows results filed as active. This is a subset; count on the stated rates, not on these rows.

SMILES	H9c2 TAG inh	H9c2 TAG inh DAPI viability
COc1ccc(C(=O)N(C)C(C)c2ccon2)cc1OC1CCN(C(C)C)CC1 (stereo not drawn)	0	5
CCn1c(CNC(=O)Cc2ccc(OC)cc2)n[nH]c1=S	-2	-16
COc1ccc2nc(NC(=O)c3cccc(S(=O)(=O)N4CCOCC4)c3)sc2c1	6	1
Fc1ccc(-c2nc3ccccn3c2NCc2ccc3c(c2)OCO3)cc1	-17	51
CCOc1ccccc1C=NNC(=O)C(=O)NN=Cc1ccccc1OCC	-2	7
CN=C1c2c(-c3ccccc3)c3cc(OC)ccc3n2CCN1C	20	31
Cc1ccc(S(=O)(=O)N(CCC#N)C2CCCCC2)c2nsnc12	-2	5
O=[N+]([O-])c1ccccc1OCc1nc(-c2cccs2)no1	-2	4
CCc1ccc(OCC(=O)c2c(O)c3ccccc3oc2=O)cc1	-16	-5
COc1ccccc1C1CCN(c2ccc([N+](=O)[O-])c(OC)c2)CC1	-16	14
Cc1ccc(S(=O)(=O)NC(C)(C)CN2CCC(Cc3ccccc3)CC2)cc1	0	6
CCn1cc(/C=N/NC(=O)c2cc3c(ccc4ccccc43)o2)c2ccccc21	10	5
CCc1cc2c(=O)n(N)c(CCC(=O)O)nc2s1	5	-5
Cc1ccc2ncnc(Nc3ccccc3)c2c1	-5	11
COc1ccc(N/N=C(/C(N)=O)C2=NC(C)(C)Cc3ccccc32)cc1	-17	-8
O=C(NCc1cccs1)c1cccc(S(=O)(=O)N2CCCCC2)c1	-5	3
Cc1c(NC(=O)c2cccc(NS(C)(=O)=O)c2)c(=O)n(-c2ccccc2)n1C	1	7
COc1ccc(OC)c(NC(=O)Nc2nnc(N3CCC(C)CC3)s2)c1	-7	0
O=C(CSc1n[nH]c(=O)[nH]c1=O)Nc1c(Cl)cc(Cl)cc1Cl	7	-4
CCOC(=O)c1[nH]cnc1C(=O)N1CCN(C(=O)OC(C)(C)C)CC1	23	-5

For convenience, some entries already given:
SMILES	H9c2 TAG inh	H9c2 TAG inh DAPI viability
CN=C1c2c(-c3ccccc3)c3cc(OC)ccc3n2CCN1C	20	31
Cc1ccc(S(=O)(=O)N(CCC#N)C2CCCCC2)c2nsnc12	-2	5
O=[N+]([O-])c1ccccc1OCc1nc(-c2cccs2)no1	-2	4
CCc1ccc(OCC(=O)c2c(O)c3ccccc3oc2=O)cc1	-16	-5
COc1ccccc1C1CCN(c2ccc([N+](=O)[O-])c(OC)c2)CC1	-16	14
Cc1ccc(S(=O)(=O)NC(C)(C)CN2CCC(Cc3ccccc3)CC2)cc1	0	6
CCn1cc(/C=N/NC(=O)c2cc3c(ccc4ccccc43)o2)c2ccccc21	10	5
CCc1cc2c(=O)n(N)c(CCC(=O)O)nc2s1	5	-5
Cc1ccc2ncnc(Nc3ccccc3)c2c1	-5	11
COc1ccc(N/N=C(/C(N)=O)C2=NC(C)(C)Cc3ccccc32)cc1	-17	-8
O=C(NCc1cccs1)c1cccc(S(=O)(=O)N2CCCCC2)c1	-5	3
Cc1c(NC(=O)c2cccc(NS(C)(=O)=O)c2)c(=O)n(-c2ccccc2)n1C	1	7
COc1ccc(OC)c(NC(=O)Nc2nnc(N3CCC(C)CC3)s2)c1	-7	0
O=C(CSc1n[nH]c(=O)[nH]c1=O)Nc1c(Cl)cc(Cl)cc1Cl	7	-4
CCOC(=O)c1[nH]cnc1C(=O)N1CCN(C(=O)OC(C)(C)C)CC1	23	-5

Other results.
SMILES	H9c2 TAG inh	H9c2 TAG inh DAPI viability
O=C(N/N=C/c1ccc2c(c1)OCO2)C(O)c1ccccc1 (stereo not drawn)	3	3
COc1cc(OC)nc(Oc2ccccc2/C=N/O)n1	-5	4
CCOc1ccccc1NC(=O)CSc1cn[nH]n1	-2	9
COC(=O)c1c(C)[nH]c(/C=N/Nc2ccccc2)c1C	2	-4
COc1ccc(S(=O)(=O)N2CCOCC2)cc1NC(=O)Cc1ccccc1Cl	0	0
CC(C)(C)[C@@H]1COC(=O)[C@H](Cc2ccc(F)cc2)CC/C=C\C[C@H](CC(=O)N(CCO)Cc2ccccc2)C(=O)N1	5	-3
CC(O)c1n(C)c(Cl)c[n+]1C (stereo not drawn)	-8	0
COc1ccc(Cl)cc1NC(=O)CN1CCC(n2nnc3cc(C)ccc32)CC1	-4	0
COc1cc(OC)c(NC(=O)C(=O)CC(=O)c2ccc(C)cc2C)cc1Cl	6	-2
Cc1nn(-c2ccccc2)nc1C(=O)NNC(=O)c1cccc2ccccc12	8	10
CS(=O)(=O)Nc1cccc(NC(=O)c2cccc3c(-c4cccc(C(N)=O)c4)coc23)c1	-13	2
C=CCn1c(SCC(=O)Nc2nc(C)cs2)nnc1C(CO)NC(=O)c1ccccc1 (stereo not drawn)	-8	-1
O=C(O)CNC(=O)/C=C/c1c(Cl)cccc1Cl	-12	6
Cc1ccc(C(=O)N2[C@@H]3CN(C)C(=O)[C@@]2(C)[C@H]2C(=O)N(C)C(=O)[C@@H]32)cc1	2	-5
O=c1c2nnn(-c3ccccc3)c2ncn1C/C=C/c1ccccc1	-4	6
CN(CC(=O)Nc1ccccc1Br)C(=O)CN1CCN(Cc2cccc(Cl)c2)CC1	10	3
NC(=O)CC(NC(=O)c1ccccc1)c1ccc(NC2CCCCC2)c([N+](=O)[O-])c1 (stereo not drawn)	-23	-10
Cc1cccc(CSc2nnc(N)n2-c2ccccc2)c1	18	-2
O=C(Nc1nccs1)C(F)(F)C(F)(F)C(F)(F)C(=O)Nc1nccs1	-1	1
CC1CCCCN1CC(=O)Nc1sc2c(c1C#N)CCC2 (stereo not drawn)	1	6
COc1ccc(C2CC(c3ccccc3)=NN2C(=O)COC(=O)c2cccnc2Cl)cc1 (stereo not drawn)	8	-2
Cc1ccc(Sc2ccc(N)cn2)cc1	-10	6
CN(Cc1ccccc1)C(=O)COC(=O)CCNC(=O)c1ccccc1Cl	-13	5
COc1ccc(OC)c(/C=C/C(=O)c2ccc3c(c2)OCO3)c1	10	4
O=C(Nc1ncccc1O)c1cccc(S(=O)(=O)N2CCCc3ccccc32)c1	6	-6
O=C(/C=C/c1cccc(C(F)(F)F)c1)NNC(=O)c1ccncc1	7	3
Cc1ccc(S(=O)(=O)N(C)c2ccc(NS(C)(=O)=O)cc2)cc1	13	-7
CCN(CC)c1nc(N2CCN(CCO)CC2)nc2ccccc12	6	3
CCn1c(SCc2ccccc2)nc2ccccc2c1=O	-62	-1
O=C(NCc1ccncc1)c1nc(-c2cccs2)no1	-16	1
O=C(NCc1ccc(F)cc1)c1c2c(nc3ccccc13)CCC2	0	-7
CC(=O)Nc1ccc(N/C(C)=C/C(=O)c2cccnc2)cc1	7	7
COc1ccc(NC(=O)CSCC(=O)N(C)Cc2cccc(OC)c2OC)cc1	-5	3
CC(=O)c1cccc(NC(=O)C(C)OC(=O)c2ccc(-n3cnnn3)cc2)c1 (stereo not drawn)	-4	4
Cc1nc2ccc(NS(=O)(=O)c3ccc(F)cc3F)cc2s1	-11	-4
COCCN(C(=O)COC(=O)c1ccc(C)o1)c1c(N)n(Cc2ccccc2)c(=O)[nH]c1=O	-4	0
CCn1c(CCC(=O)O)nc2cc(S(=O)(=O)N(C)C)ccc21	9	-9
CC(=O)Nc1cccc(NS(=O)(=O)c2cccc3nsnc23)c1	-3	5
CCC1=C2CC[C@H]3C(=O)N(C)C(=O)[C@H]3[C@H]2[C@@]2(Cc3ccccc3)C(=NCCOC)OC(=O)N2C1=O	11	-2
O=C(Nc1ncccc1O)c1ccc2ccccc2c1	3	-13
CCOc1ccc(Nc2nc(N)c([N+](=O)[O-])c(NCc3ccccc3)n2)cc1	19	13
Nc1nc(N)nc(-c2ccc([N+](=O)[O-])o2)n1	-13	4
Cc1ccc2c(CC(=O)N3CCN(S(=O)(=O)c4cccs4)CC3)coc2c1	0	-11
COc1cccc(CN2CCN(c3nc4nonc4nc3N3CCCCC3)CC2=O)c1	-3	-7
CS(=O)(=O)N1CC(C(=O)NC2CCCC2)Oc2ccc(Cl)cc21 (stereo not drawn)	-17	-4
O=C1C(=NO)CC(c2ccccc2)N1c1ccccc1 (stereo not drawn)	1	6
Nc1cccnc1Oc1ccc(F)cc1F	0	-1
N#Cc1cccc(NC(=O)COC(=O)CCc2ccc(S(=O)(=O)N3CCOCC3)cc2)c1	-5	11
CC(C)(C)N(Cc1ccccc1)C(=O)c1ccc2c(c1)OCCO2	-17	-6
NC1=NS(=O)(=O)NC1c1ccc(F)cc1 (stereo not drawn)	-4	2

(more compounds)
SMILES	H9c2 TAG inh	H9c2 TAG inh DAPI viability
CCc1cccc(C)c1NC(=O)COC(=O)Cc1ccccc1	4	0
COc1ccccc1C1CCN(c2ccc(CO)cc2[N+](=O)[O-])CC1	-9	5
CCCS(=O)(=O)Nc1ccc(Nc2c3ccccc3nc3ccccc23)c(OC)c1	13	-15
Cn1c(SCC(=O)NCCc2ccccc2)ncc(C(=O)Nc2ccccc2)c1=O	18	-5
S=C(Nc1ccccc1Cl)N1CCCCCC1	-11	5
CCN1C(=O)C(CC(=O)Nc2ccccc2)N(Cc2ccccn2)C1=S (stereo not drawn)	9	-2
CC(=O)Nc1ccc2c(c1)C(=Nc1ccccc1)c1ccccc1-2	-18	6
CCOC(=O)C1CCN(C(=O)c2ccc(SC)cc2OC)CC1	-6	-8
CSCCC(NC(=O)CCNC(=O)c1ccccc1Cl)c1nc2ccccc2[nH]1 (stereo not drawn)	-10	0
CCN(C[C@H]1N[C@@](C)(C(=O)OC)[C@H]2C(=O)N(Cc3ccccc3)C(=O)[C@@H]12)S(=O)(=O)c1ccc(C)cc1	-16	3
CCOC(=O)[C@@H]1[C@H]2COc3ccccc3[C@@H]2N2C(=O)N(c3ccc(OC)cc3)C(=O)[C@@]12C	-20	-6
CCc1ccc(C(=O)Nc2ccc(OC)c(S(=O)(=O)N3CCCCC3)c2)cc1	-16	-11
O=c1c2ccccc2sc2c(CO)ccc(NCCN3CCCCC3)c12	39	-49
Cc1ccc(OCCCc2c(C)n[nH]c2C)cc1	1	2
O=c1cc(-c2ccccc2)[nH]n1-c1nc2ccccc2s1	-4	-4
O=C(Nc1nccs1)c1ccccn1	2	-10
CCN(CC(=O)Nc1ccc2c(c1)OCCO2)C(=O)C(C)Oc1ccc(Cl)cc1 (stereo not drawn)	12	-3
C#Cc1ccc([C@@H]2C=C(C(=O)OCC=C)O[C@H](OCCCCO)C2)cc1	11	7
CCO[C@@H]1OC(C(=O)NCc2ccccc2)=C[C@H](c2cn(C(C)=O)c3ccccc23)[C@H]1CCCO	13	-14
COc1cc2ccccc2cc1C(=O)NCc1ccncc1	-3	4
COc1ccc(S(=O)(=O)N(C)C[C@@H]2Oc3cc(Br)ccc3S(=O)(=O)N([C@H](C)CO)C[C@@H]2C)cc1	16	-23
O=C(CN1CCN(S(=O)(=O)c2ccc(C(F)(F)F)cc2)CC1)N1CCNC1=O	-13	2
CN(C(=O)COC(=O)CCc1c[nH]c2ccccc12)c1ccccc1	-19	10
COc1cc(-c2[nH]ncc2CN(C)Cc2nonc2C)cc(OC)c1OC	-13	2
CCC1(CC)Cc2ccccc2-c2nc3ccccc3c(=O)n21	-22	-5
Cc1cc(C)nc(SCc2nnc(SCC(=O)N3CCOCC3)o2)n1	4	-3
COc1cc2ccccc2cc1C(=O)Nc1nccs1	9	8
Cc1cc(C)cc(NC(=S)N(CCCN2CCN(C)CC2)Cc2cccs2)c1	15	-8
Cc1ccsc1C(=O)N1CCCC(CO)(Cc2ccccc2F)C1 (stereo not drawn)	1	-1
CC(=O)c1cc(C#N)c(SCc2ccccn2)nc1C	-2	-7
O=C1CCCN1c1ccc(C(=O)N(Cc2nnc(-c3ccccc3Cl)o2)C2CC2)cc1	-7	-9
COc1ccc(NC(=O)C2CC3CCC2C3)c(OC)c1 (stereo not drawn)	13	-15
Cc1nnc(NC(=O)CCNC(=O)c2ccccc2Cl)s1	12	5
CSc1cccc(NC(=S)NCCCO)c1	-9	8
Cc1c(NC(=O)c2cc(C3CC3)on2)c(=O)n(-c2ccccc2)n1C	4	-2
COc1ccc(CCNC(=O)C(C)SCc2ccccc2)cc1 (stereo not drawn)	1	5
CSc1nnc(C)c(=O)n1COC(=O)COc1ccccc1F	-2	0
CCc1noc(C)c1C(=O)OCC(=O)N(C)c1c(N)n(Cc2ccccc2)c(=O)[nH]c1=O	-1	5
CC1(c2cccc(N)c2)OCCO1	16	-6
COc1ccc2cc3cc(C(=O)NCc4cccs4)oc3nc2c1	31	119
Cn1c(=O)c2c(SCc3ccccn3)nc(C3CC3)nc2n(C)c1=O	6	7
O=C(/C=C/NNC(=O)c1ccccc1)c1ccc(Br)cc1	15	2
Cc1ccc(S(=O)(=O)N(C)c2ccccc2C(=O)N2CCOCC2)cc1	-10	0
COc1ccccc1NC(=O)C(C)Sc1nnnn1C (stereo not drawn)	1	-1
CC(Oc1ccc(Br)cc1)C(=O)NNC(=O)CCN1CCN(c2ccccc2)CC1 (stereo not drawn)	0	5
CN(C)c1ccc(-c2ccccc2)nn1	9	-1
COC(=O)c1cc2ccsc2n1Cc1nc(-c2ccc(Cl)cc2)oc1C	-24	8
COc1ccccc1C(=O)Nc1ccc(NC(=O)c2ccco2)c(C)c1	16	-7
Cc1cc(C(=O)N/N=C/c2ccc3c(c2)OCO3)c(C)n1-c1ccc(F)cc1	-7	9
CC(C)n1nc(CC(=O)O)c2ccccc2c1=O	-4	7

2 entries from above, with bars between the fields.
SMILES | H9c2 TAG inh | H9c2 TAG inh DAPI viability
CC(C)n1nc(CC(=O)O)c2ccccc2c1=O | -4 | 7
CC(Oc1ccc(Br)cc1)C(=O)NNC(=O)CCN1CCN(c2ccccc2)CC1 (stereo not drawn) | 0 | 5

(continued)
SMILES	H9c2 TAG inh	H9c2 TAG inh DAPI viability
Cc1nc(CN2CCOCC2)cc(=O)[nH]1	-5	-3
COc1cccc(C(=O)N/N=C2\SCC(=O)N2Cc2ccc3c(c2)OCO3)c1	16	-4
CCOC(=O)C1CCN(CCC(=O)Nc2ccccc2)CC1	-19	8
NNc1nc2cccnc2n(CCNc2ncc(C(F)(F)F)cc2Cl)c1=O	16	-5
C=CCOc1cccc(C(=O)N2CCCC(Nc3ccc(F)cc3)C2)c1 (stereo not drawn)	1	-4
CC(C)(C)OC(=O)N(CCc1ccccc1)Cc1cccc(OCc2cccc(NC(=O)C3CC3)c2)c1	12	-15
NS(=O)(=O)c1ccc(NC(=S)NC(=O)c2cccs2)cc1	9	2
